High-throughput results as filed in PubChem BioAssay.
TbPYK inhibitor: T. brucei pyruvate kinase inhibition; Q57TT1; TbPYK enzyme, Kinase-Glo Plus ATP luminescence, 45 min; Potency, µM (top dose mostly 76.8 µM), for the others: at the top dose activity, negative = inhibition, most hits filed as inhibitors; 0.12% of 410,000 active; further: potency means the concentration at half of the fitted maximal effect; nearly all actives have a fitted effect of over 50% in size
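Luminescent Kinase-Glo Plus end-point after 45 min room-temperature reaction of T. brucei pyruvate kinase started with 130 uM ADP (final). Buffer TEA 50 mM pH 7.2 with KCl, MgCl2, BSA, Tween-20; titration-based qHTS with fitted concentration-effect curves.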
AmpC inh detg: inhibitors of E. coli AmpC beta-lactamase with detergent. P00811. Potency, µM (highest dose often 114 µM), without a hit: at the top dose activity change, negative = inhibition, actives largely listed as inhibitors. AmpC hydrolysis of nitrocefin, absorbance 480 nm, 0.01% Triton. AID 485294. 0.041% of 370,000 active;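 further: potency means the concentration at half of the fitted maximal effect; 0% = no-compound wells and -100% = no-enzyme wells; nearly all actives have a fitted effect of over 25% in size; some results filed as inactive show a strong effect at the top dose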
Target sequence (P00811 whole entry, looked up): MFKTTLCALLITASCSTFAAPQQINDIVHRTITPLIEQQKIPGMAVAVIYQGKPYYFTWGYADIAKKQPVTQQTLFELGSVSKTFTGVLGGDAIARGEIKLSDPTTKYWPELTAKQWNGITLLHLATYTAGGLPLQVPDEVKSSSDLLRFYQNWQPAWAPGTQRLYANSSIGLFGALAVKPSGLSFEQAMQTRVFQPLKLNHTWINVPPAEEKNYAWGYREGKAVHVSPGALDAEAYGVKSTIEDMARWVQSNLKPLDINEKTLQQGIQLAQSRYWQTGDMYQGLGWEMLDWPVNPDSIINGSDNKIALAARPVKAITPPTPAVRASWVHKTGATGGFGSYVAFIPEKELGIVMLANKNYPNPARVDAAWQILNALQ
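20 mM phosphate pH 7.0 + 0.01% (detergent screen) or 0.0001% Triton X-100; 5.3 nM AmpC reagent; cpd preinc 15 min RT; nitrocefin (800 uM stock) to start; A480 q20 s × 4 min; Activity was normalised to no-enzyme and no-compound control wells.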
AmpC inh no detg: AmpC beta-lactamase inhibition without detergent; P00811; AmpC nitrocefin hydrolysis, absorbance 480 nm, 0.0001% Triton; Potency, µM (doses to about 57.1 µM), for inactives: at the highest dose activity change, negative = inhibition, actives largely listed as inhibitors; 0.52% of 330,000 active;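 further: potency means the concentration at half of the fitted maximal effect; plate controls were no compound for no effect and no enzyme for full effect; nearly all actives have a fitted effect of over 20% in size; some results filed as inactive show a strong effect at the top dose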
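AmpC (5.3 nM in the dispensed reagent) in 20 mM phosphate pH 7.0 with 0.01% (detergent screen) or 0.0001% Triton X-100 was preincubated with compounds for 15 min at room temperature. Nitrocefin was then added from an 800 uM solution, and hydrolysis was followed at 480 nm.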
HCV inh: inhibitors of hepatitis C virus infection; Huh7.5.1 HCVcc-Cre infection, luciferase reporter, 44 h; 3.4% of 340,000 active; Potency, µM (doses to about 41.8 µM), without a hit: top-dose activity change, negative = inhibition, most hits filed as inhibitors; further: potency means the concentration at half of the fitted maximal effect
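After 44 h co-culture of compound, cells and HCVcc-Cre (~0.5 moi), substrate is added for 15 min at room temperature and luciferase measured over 15 sec. Cells were seeded at 1,000/well and pre-cultured 4 h.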
LmPK inhibitor: blocks Leishmania mexicana pyruvate kinase activity; purified LmPK, Kinase-Glo ATP luminescence, 1 h; Potency, µM (highest dose often 57.5 µM), inactives show top-dose activity change, negative = inhibition, most hits filed as inhibitors; Q27686; AID 1721; 0.37% of 290,000 active; further: potency means the concentration at half of the fitted maximal effect
Target sequence (Q27686 whole entry, looked up): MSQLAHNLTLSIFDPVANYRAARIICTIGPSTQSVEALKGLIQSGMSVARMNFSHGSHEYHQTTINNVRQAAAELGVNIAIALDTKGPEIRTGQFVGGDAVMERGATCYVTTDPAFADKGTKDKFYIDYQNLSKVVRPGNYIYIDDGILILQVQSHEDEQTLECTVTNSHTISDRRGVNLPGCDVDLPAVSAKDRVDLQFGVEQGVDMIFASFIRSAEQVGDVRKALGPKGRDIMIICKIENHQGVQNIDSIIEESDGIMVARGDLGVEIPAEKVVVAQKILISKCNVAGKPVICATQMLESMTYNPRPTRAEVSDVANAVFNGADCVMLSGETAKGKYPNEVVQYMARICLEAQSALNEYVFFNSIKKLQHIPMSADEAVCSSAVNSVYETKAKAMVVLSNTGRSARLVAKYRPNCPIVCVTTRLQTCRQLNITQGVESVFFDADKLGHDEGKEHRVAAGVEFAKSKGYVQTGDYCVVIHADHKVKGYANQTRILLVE
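0.1 nM LmPK, 0.5 mM PEP, 0.1 mM ADP; 50 mM imidazole pH 7.2, 7 mM MgCl2, 50 mM KCl; 1 h RT. Kinase-Glo luminescence readout, normalized to no-enzyme (full inhibition) and uninhibited wells.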
AMA1-RON2 inh: inhibitors of Plasmodium falciparum AMA1-RON2 interaction; 0.2% of 360,000 active; AlphaScreen AMA1-biotinylated RON2 peptide binding; Potency, µM (series often up to 58.2 µM), without a hit: top-dose activity change, negative = inhibition, usual class: inhibitors;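 further: potency means the concentration at half of the fitted maximal effect; 0% = vehicle wells and -100% = peptide control; nearly all actives have a fitted effect of over 45% in size; some results filed as inactive show a strong effect at the top dose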
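AMA1 (3D7) with his tag at 25 nM final met compounds first, then biotinylated RON2 peptide at 25 nM; detection used donor plus acceptor beads, 10 µg/mL apiece, read by AlphaScreen after 30 min at room temperature.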
HCMV antiviral: inhibitors of human cytomegalovirus | HFF cells, HCMV-luciferase reporter, 72 h; active compounds read low | activity change, negative = inhibition, % at 57.5 µM | 4.5% of 410,000 active | AID 1259415; in the data active means activity change below about -60%; inconclusive means no clear call, values can overlap the other calls; inactive means above about -39%
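Two compound doses tested in HFFs infected with HCMV-luciferase, MOI 1 PFU/cell, 72 h at 37C. Lysate luminescence read with OneGlo; data normalized against buffer-only and 10uM Salinomycin inhibitor controls.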
Starred values were filed as active, the others as inactive; ? = inconclusive; · = no result given; [ ] = remark or other dose. Unless noted, the call rests on the fitted dose curve; in most records, active means well fitted curve in the direction sought with a large enough effect; inconclusive means small, poorly fitted or top-dose-only effect, or another doubt; inactive means no such curve, though single readings can be large; an effect the other way counts as inactive or inconclusive. Unless noted, on the % scale 0 is the no-effect control and ±100 the full control effect.

SMILES	TbPYK inhibitor	AmpC inh detg	AmpC inh no detg	HCV inh	LmPK inhibitor	AMA1-RON2 inh	HCMV antiviral
Cc1cc(N2CCC(C)CC2)nc(-n2nc(C)cc2C)n1	0.1%	-3.8%	37.0%	?	-2.1%	-0.5%	-37.4
O=c1c2ccccc2sn1-c1ccccc1	?	?	-33.3%	?	?	-6.7%	-82.7*
C[C@@H]1CN([C@H](C)CO)C(=O)c2c(c3ccccc3n2C)-c2ccccc2CO[C@H]1CN(C)S(=O)(=O)c1cn(C)cn1	8.4%	·	·	·	·	0.5%	0.7
CC(C)CNC(=O)C1CCCN(C(=O)NCc2ccccc2)C1 (stereo not drawn)	-0.4%	4.2%	-1.5%	0.8%	4.3%	-3.3%	3.6
CC1(C)Cc2cccc(OCC(=O)NCc3ccccc3F)c2O1	-11.1%	?	-12.8%	?	·	-2.1%	-2.1
CCN(CC)CCCNc1nc2cc(OC)c(OC)cc2c2nc(-c3cccnc3)nn12	2.5%	-6.5%	-2.3%	?	-2.7%	-12.5%	-27.6
COc1cccc(CNC(=O)Cn2ncn3nc(-c4cccs4)cc3c2=O)c1OC	-6.4%	-8.7%	·	·	·	·	9.6
O=C(O)c1cc(-c2c[nH]c3ccccc23)nc2cc3ccccc3cc12	·	-5.6%	-46.9%	·	4.9%	·	2.6
CCCCC(c1nnnn1C1CCCC1)N1CCN(C(=O)c2ccco2)CC1 (stereo not drawn)	1.3%	?	12.9%	-7.8%	1.0%	-3.7%	-27.3
COc1ccc(NC(=O)/C(C#N)=C/c2cc(C)n(-c3ccc(F)cc3)c2C)cc1	5.1%	2.1%	·	·	·	·	11.3
Cc1ccc(-c2n[nH]c3c2C(c2ccc(C(C)(C)C)cc2)NC3=O)cc1 (stereo not drawn)	-4.5%	1.8%	·	·	·	·	-10.0
CCCCC(=O)Nc1cccc(C(C)O)c1 (stereo not drawn)	·	-14.8%	-3.4%	·	1.4%	·	3.4
CC1(C)CC2CC(C)(CN2S(=O)(=O)c2cccc(N)c2)C1 (stereo not drawn)	3.6%	-0.8%	-10.7%	10.4%	-0.4%	15.7%	-10.9
Nc1nncn1C(=O)CCc1ccccc1	-9.7%	-2.8%	-15.0%	1.0%	-0.5%	4.9%	41.5
Cc1sc2ccccc2[n+]1CC(=O)O	?	10.6%	-23.6%	-1.4%	-10.5%	0.0%	4.7
CCN(CC)C(=O)c1nc[nH]c1C(=O)N1CCC(C)CC1	6.0%	·	4.3%	9.4%	·	7.5%	0.7
COc1ccc(-c2cnc3c(NC(C)=O)cc(-c4cccc(NS(C)(=O)=O)c4)cn23)cc1OC	-2.5%	·	·	·	·	-15.1%	20.4
O=C(CNC(=O)c1ccccc1)Nc1cccc(C(F)(F)F)c1	-1.2%	?	-48.2%	19.1%	-8.6%	10.5%[11.6 µM]	16.2
C[C@@H](C(=O)NCc1ccccc1)N1C(=O)C2CC=CCC2C1=O (stereo partly drawn)	-12.3%	-6.7%	-15.3%	7.3%	1.8%	6.6%	33.5
CCN1CCCC1CNC(=O)CN1C(=O)COc2ccc(C)cc21 (stereo not drawn)	-0.7%	7.0%	25.1µM*	4.7%	0.0%	8.7%	61.0
COc1cc(S(=O)(=O)N2CCN(c3ccccc3)CC2)ccc1F	-1.1%	1.8%	-17.3%	3.5%	3.0%	0.9%	2.4
CN(c1ccc([N+](=O)[O-])cc1C(N)=O)C1CCCCC1	-1.1%	2.8%	-5.5%	-1.2%	0.3%	3.8%	-19.2
COc1ccc(N(C(=O)c2snc(C(N)=O)c2N)C(C(=O)NCc2ccccc2)c2ccc(O)cc2)cc1 (stereo not drawn)	-3.3%	-2.2%	-32.7%	?	0.9%	4.2%	25.8
CN(Cc1ccccc1)CC(O)COc1ccc(CNCc2cc3ccccc3s2)cc1 (stereo not drawn)	-3.8%	?	54.1%	10.7%	-2.2%	-19.4%	4.5
O=C(Nc1ccc(NC(=O)c2ccccc2F)cn1)c1ccco1	-6.6%	-6.6%	-20.5%	-1.1%	-19.9%	6.1%	30.0

Next entries follow:
SMILES	TbPYK inhibitor	AmpC inh detg	AmpC inh no detg	HCV inh	LmPK inhibitor	AMA1-RON2 inh	HCMV antiviral
CCC1CCc2nc3sc(C(=O)Nc4ccc(C)cc4C)c(N)c3cc2C1 (stereo not drawn)	-0.8%	11.1%	·	·	·	·	-16.9
Cc1cc(NC(=O)c2csc([C@@H]3O[C@H](CO)[C@H](O)[C@H](O)[C@H]3O)n2)n(C)n1	-14.7%	·	·	·	·	56.8%[activator]	6.5
CC1CN(c2nc(Nc3ccccc3)nc(N)c2[N+](=O)[O-])CC(C)O1 (stereo not drawn)	1.2%	-1.3%	-6.8%	?	-1.0%	-25.5%	-8.5
Cc1ccnc(NS(=O)(=O)c2ccc(NC(=O)c3ccc(S(=O)(=O)N4CCOCC4)cc3)cc2)n1	3.2%	2.8%	-30.0%	21.5%	1.0%	-7.3%[11.6 µM]	51.1
CC(C)C(C(=O)NCC1CCCO1)N(Cc1cccs1)C(=O)CNS(=O)(=O)c1ccccc1 (stereo not drawn)	0.6%	4.9%	42.8%	7.7%	-1.4%	-0.1%	-12.4
Cc1ccc(-c2nnn(CC(=O)N(Cc3cccs3)C(C(=O)NC3CCCC3)c3ccco3)n2)o1 (stereo not drawn)	-0.1%	-16.0%	-27.8%	-1.6%	8.4%	4.5%	24.6
Cc1ccc(S(=O)(=O)Oc2ccc(C3C4=C(CCCC4=O)OC4=C3C(=O)CCC4)cc2)cc1	-1.9%	-8.6%	0.0%	-0.4%	-0.4%	-5.7%	-20.7
CCOC(=O)c1cnc(SCc2cccc3ccccc23)nc1N	4.5%	4.3%	-30.5%	?	1.1%	16.4%	-18.4
Cc1ccc(NC(=O)C2(C)CCN2C(=O)CCC2CCCC2)cc1C (stereo not drawn)	-14.9%	·	·	·	·	-13.4%	-10.1
COc1ccc(/C=C/C(=O)NCc2cnn(C)c2C)cc1COc1ccc(Br)cc1	-8.9%	?	61.6%[activator]	?	2.5%	-5.9%	-30.7
CN(C(=O)c1ccc(NC(=O)Cc2cccc(NC(=O)C3CCN(C(=O)CCc4ccccc4)CC3)c2)cc1)C1CCCC1	-2.8%	-4.3%	74.3%[activator]	-11.3%	·	-7.6%	-19.4
CC(C)NC(=O)c1ccc(-n2c(-c3ccccc3)cc3c2CCCC3)cc1	-0.6%	20.8%	·	·	·	·	-67.9*
CCc1ccc(CCC(=O)Nc2ccc(S(N)(=O)=O)cc2)o1	-12.6%	?	-48.6%	-6.6%	3.8%	-3.6%	-16.8
Clc1ccc(CN2CCN(/N=C/c3cccnc3)CC2)cc1	-0.3%	9.0%	63.2%[activator]	-3.6%	2.6%	-13.3%	3.4
CCOc1ccc(S(=O)(=O)NCCC(=O)NC2CCCCC2)cc1	-1.0%	-19.7%	-5.4%	0.4%	·	-30.6%	-17.8
COc1ccc(S(=O)(=O)Nc2cc(S(=O)(=O)c3ccccc3)c(O)c(C)c2C)cc1	-1.2%	-3.0%	·	·	·	·	3.6
COC(=O)c1sccc1NC(=O)c1ccc(C)cc1	1.1%	1.0%	-6.4%	?	0.3%	7.7%	140.7
CCN1CCN(c2sc(S(=O)(=O)CC)nc2S(=O)(=O)c2ccc(Cl)cc2)CC1	5.4%	·	·	·	·	-3.6%	?
COc1ccccc1N1CCN(CCCN2C(=O)C3CCCCN3C2=O)CC1 (stereo not drawn)	0.2%	·	·	13.7%	·	-7.2%	5.5
COC(=O)C1=C(c2cc3ccccc3s2)C[C@@H]2CC[C@H]1N2C(=O)N1CCCC1	2.4%	·	·	?	·	-1.5%	-1.6
Cc1ccc(-c2nn3nnnc3c3ccccc23)cc1C	1.0%	-12.0%	-18.0%	-10.7%	1.0%	-11.5%	-1.2
COC(=O)c1c(C(=O)OC)c(-c2ccc(C)cc2)n2c1CS(=O)C2 (stereo not drawn)	-4.8%	-9.5%	-3.6%	6.5%	-0.6%	3.2%	-0.7
Cc1sc2ncnc(N3CCN(S(=O)(=O)c4ccc(C(C)(C)C)cc4)CC3)c2c1C	6.9%	·	-18.4%	5.62µM*	·	-4.1%	-81.8*
Cc1cccc(NC(=O)NCC(c2cccnc2)N2CCOCC2)c1 (stereo not drawn)	-0.7%	-12.7%	-15.3%	-5.5%	-1.6%	7.3%	64.7
O=C(Nn1c(=S)[nH]c2ccccc2c1=O)c1ccncc1	-6.4%	-12.5%	-4.0%	12.9%	-0.1%	99.7%[activator]	-5.5

Whole records as entered above:
CCC1CCc2nc3sc(C(=O)Nc4ccc(C)cc4C)c(N)c3cc2C1 (stereo not drawn) across the screens: TbPYK inhibitor = -0.8%; AmpC inh detg = 11.1%; AmpC inh no detg = ·; HCV inh = ·; LmPK inhibitor = ·; AMA1-RON2 inh = ·; HCMV antiviral = -16.9
CC1CN(c2nc(Nc3ccccc3)nc(N)c2[N+](=O)[O-])CC(C)O1 (stereo not drawn) across the screens: TbPYK inhibitor = 1.2%; AmpC inh detg = -1.3%; AmpC inh no detg = -6.8%; HCV inh = ?; LmPK inhibitor = -1.0%; AMA1-RON2 inh = -25.5%; HCMV antiviral = -8.5
CCOc1ccc(S(=O)(=O)NCCC(=O)NC2CCCCC2)cc1 across the screens: TbPYK inhibitor = -1.0%; AmpC inh detg = -19.7%; AmpC inh no detg = -5.4%; HCV inh = 0.4%; LmPK inhibitor = ·; AMA1-RON2 inh = -30.6%; HCMV antiviral = -17.8

New compounds follow.
SMILES	TbPYK inhibitor	AmpC inh detg	AmpC inh no detg	HCV inh	LmPK inhibitor	AMA1-RON2 inh	HCMV antiviral
O=C(Nc1ccncc1)Nc1ccc(F)cc1F	-1.8%	2.2%	-36.4%	9.5%	-3.9%	6.6%	16.9
CCC(C)NC(=O)c1n[nH]c(=O)c2ccccc12 (stereo not drawn)	-3.5%	-16.8%	-6.7%	-0.4%	3.3%	6.6%	30.9
CCN(CC)C(=O)CSc1nsc(SCC(=O)N(CC)CC)c1C#N	-0.2%	1.5%	-9.8%	22.8%	-2.7%	-9.8%	-27.1
O=c1c2[nH]c3cccc(Cl)c3c2ncn1Cc1ccncc1	-14.8%	?	-11.8%	-15.5%	-0.3%	10.4%	43.7
Cc1cc(OCC(=O)N2C[C@H]3C[C@@H](C2)c2cccc(=O)n2C3)c2c(C)cc(=O)oc2c1	-1.6%	-11.0%	-16.8%	1.1%	-7.5%	-18.4%	101.1
CCOCCCn1c(=S)[nH]c2cc(C(=O)N3CCOCC3)ccc2c1=O	-10.7%	-13.2%	-6.7%	-1.8%	-4.2%	23.3%	54.5

Not a hit list; overall some 7.5% were active at least once.
